S2 tox: reduces viability in counter-screen for ATXN expression inhibitors; S2 cells (HEK-293 line with an ATXN2-luciferase reporter) viability, CellTiter-Fluor protease fluorescence, 24 h; Potency, µM (titrated, usually from 56.7 µM), most hits filed as cytotoxic; 400,000 compounds, 0.49% hits; AID 651635; also: potency is read from the fitted curve at half-maximal effect; nearly all actives have a fitted effect of over 40% in size
IL-1B inflam inh: inhibitors of inflammasome signaling (IL-1 beta secretion) | 360,000 compounds, 4.7% hits | THP-1 LPS/ATP IL-1B secretion, AlphaLISA, 16 h; active compounds read low | activity change, % at 57.5 µM | AID 743279; in the data active = activity change below about -50%; inconclusive = mostly about -30% to -49%; also: % is scaled to controls: 0 for no effect and ±100 for the full control effect
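THP-1 cells pretreated 1 hr with compounds (up to 57.5 uM final), then stimulated with LPS (250 ng/mL final) plus ATP (1.25 mM final); secreted IL-1B measured by AlphaLISA after 16 hr, decreased signal indicating inhibition.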
HT1080NT lethal: kills 2HG-producing HT-1080-NT fibrosarcoma cells | Potency, µM (titrated, usually from 46.1 µM), inactives show at the highest dose activity, negative = less viability, hits mostly cytotoxic | HT-1080-NT fibrosarcoma viability, CellTiter-Glo ATP luminescence, 48 h | 360,000 compounds, 1.6% hits;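 also: NT is the 2HG producing partner of a matched IDH1 knockdown line; potency is read from the fitted curve at half-maximal effect; 0% = DMSO-treated cells and -100% = media-only wells without cells; nearly all actives have a fitted effect of over 55% in size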
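Viability by CellTiter-Glo luminescence after 48 h compound exposure at 37C of HT-1080-NT cells (750/well, RPMI, 5% FBS). % activity scaled between DMSO wells and medium-only wells, then curve-fitted and categorized by curve class.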
KB-3-1 tox: kills parental KB-3-1 adenocarcinoma cells | KB-3-1 viability, CellTiter-Glo ATP luminescence, 72 h | Potency, µM (doses to about 46.1 µM), for inactives: at the highest dose activity change, negative = cytotoxic, hits mostly cytotoxic | 400,000 compounds, 1.4% hits | AID 1347075; also: potency is read from the fitted curve at half-maximal effect; % is scaled to controls: 0 for no effect and ±100 for the full control effect; nearly all actives have a fitted effect of over 60% in size
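Cytotoxicity in the drug-sensitive parental line KB-3-1 was scored as loss of CellTiter-Glo luminescence following 72 h incubation with compound. Values come from curve fitting of normalized concentration-response data.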
MCF10A rerep: induces DNA re-replication in MCF 10a normal breast cells; MCF 10A DNA re-replication, Hoechst nuclear intensity, 48 h; Potency, µM (series often up to 46.1 µM), inactives show top-dose activity, positive = re-replication, usual class: activators; 350,000 compounds, 2.9% hits; also: potency is read from the fitted curve at half-maximal effect; % of control where 0% means no effect; nearly all actives have a fitted effect of over 50% in size
HepG2 viability: HepG2 cytotoxicity, counter-screen for TGF-b inhibitors | HepG2 CAGA-GFP viability, ATP luminescence, 18 h | Potency, µM (top dose mostly 46.1 µM), for inactives: at the highest dose activity change, negative = cytotoxicity, hits mostly cytotoxic | 410,000 compounds, 0.76% hits; also: potency is read from the fitted curve at half-maximal effect; some results filed as inactive show a strong effect at the top dose
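CellTiter-Glo luminescence gave cytotoxicity after 18 hours at 37 degrees C. The cells were HepG2 CAGA-GFP in 1% FBS DMEM, stimulated with 500 pg/mL TGF-beta after compound addition. %Activity was normalised to no-cell wells (complete cell-killing) and DMSO (no toxicity), and curves were fitted and classified.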
HT1080 IDH1KD tx: toxicity to HT-1080 IDH1 knockdown cells (counter line). Potency, µM (doses to about 46.1 µM), without a hit: at the highest dose activity, negative = toxicity, hits mostly cytotoxic. AID 686971. HT-1080 IDH1 knockdown viability, ATP luminescence, 48 h. 360,000 compounds, 2% hits;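 also: potency is read from the fitted curve at half-maximal effect; 0% = DMSO wells and -100% = cell-free medium wells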
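HT-1080-IDH1KD cells (IDH1 knocked down), 750/well in RPMI with 5% FBS, treated with compound 48 h at 37 degrees C. Viability by CellTiter-Glo luminescence, normalised to DMSO and no-cell wells; concentration-response curves classed.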
ATXN2 expr inh: ATXN2 expression inhibition | HEK-293 ATXN2-luciferase reporter, luminescence, 24 h | AID 1745845 | 360,000 compounds, 0.72% hits | Potency, µM (doses to about 57 µM), without a hit: at the highest dose activity change, negative = inhibition, hits mostly inhibitors; also: potency is read from the fitted curve at half-maximal effect; % is scaled to controls: 0 for no effect and ±100 for the full control effect; nearly all actives have a fitted effect of over 55% in size
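ATXN2-luciferase reporter cells (luciferase flanked by upstream and downstream ATXN2 gene portions) were treated 24 h at 37 °C with compounds at up to 57 uM. SteadyGlo luminescence gave expression; GF-AFC fluorescence gave viability.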
SW480 rereplic: DNA re-replication induction in SW480 cells; SW480 DNA re-replication, Hoechst DNA content imaging, 48 h; Potency, µM (titrated, usually from 46.1 µM), without a hit: top-dose re-replication activation, hits mostly activators; 340,000 compounds, 1.8% hits; AID 624297; also: potency is read from the fitted curve at half-maximal effect; % of control where 0% means no effect; nearly all actives have a fitted effect of over 55% in size
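Readout is total intensity of Hoechst-stained nuclei, excited at 405 nm and collected at 500-530 nm. Compound treatment lasted 48 hr at 37 C in 5% CO2 before staining.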
* hit, by the source's call; i = inactive; ? = inconclusive; / = not tested or not shown; & = joins results of further samples; [ ] = remark or other dose. Unless noted, calls follow the shape of the dose curve; as a rule, active = well fitted curve in the direction sought with a large enough effect; inconclusive = small, poorly fitted or top-dose-only effect, or another doubt; inactive = no such curve, though single readings can be large; an effect the other way counts as inactive or inconclusive.

nr	SMILES	S2 tox	IL-1B inflam inh	HT1080NT lethal	KB-3-1 tox	MCF10A rerep	HepG2 viability	HT1080 IDH1KD tx	ATXN2 expr inh	SW480 rereplic
1	CCOC(=O)C1=C[C@@H](C(C)C)N(S(=O)(=O)c2ccc(C)cc2)[C@H]1c1ccc(C(F)(F)F)cc1	i	44	-14%	-7%	/	-44%	-19%	1%	/
2	O=C1CC2CCCC(C1)S2=O (stereo not given)	i	-23	0%	-26%	/	5%	3%	/	/
3	CC(C)(C)C(=O)Nc1cc2c3c(c1)CCC(=O)N3CCC2	i	11	8%	4%	?	-6%	0%	/	-11%
4	CCC1CCCCN1C(=O)CSc1nc2c([nH]c3ccccc32)c(=O)n1-c1ccc(OC)cc1 (stereo not given)	i	/	/	-4%	/	-6%	/	-2%	/
5	C#CCN(C[C@@H]1[C@@H](OC(=O)NC2CCCC2)[C@@H](OC(=O)NC2CCCC2)Cn2c(=O)ccc(=O)n21)S(=O)(=O)c1ccc(C)cc1	11µM*	0	7.3µM*	-5%	/	-84%	8.2µM*	?	/
6	COc1ccc(NC(=O)COC(=O)c2ccc(NS(=O)(=O)/C=C/c3ccccc3)cc2)cc1	i	17	-10%	0%	-4%	7%	-5%	-6%	3%
7	Cc1ccc(OCC(=O)N2CCCCC2)c(Br)c1	i	5	9%	-16%	1%	-3%	2%	58%[activator]	-4%
8	CCOc1cc(N2CCOCC2)c(OCC)cc1NC(=O)CN1CCCC1	i	13	7%	1%	-10%	7%	5%	-7%	-13%
9	O=C(COc1c(Br)cc(Br)c2cccnc12)N1CCc2ccccc2C1	i	11	-17%	1%	?	-29%	?	0%	0%
10	CCn1c(C)c2c(C)nnc(C)c2c1C	i	11	0%	2%	-2%	2%	1%	9%	-1%[9.22 µM]
11	O=C(Nc1ccccc1)c1ccn[nH]1	i	-11	7%	3%	0%	-2%	6%	42%[activator]	-3%
12	CCOC(=O)c1cc(NC(=O)c2ccccc2)c(=O)n2c1oc1ccc(Cl)cc12	i	/	/	4%	/	2%	/	8%	/
13	O=C1/C(=C\c2ccc(O)c(O)c2)C(c2ccccc2)=NN1c1ccccc1	i	23	-25%	2%	?	-35%	-10%	1%	?
14	COc1ccccc1C1C(C(=O)c2ccc(C)o2)=C(O)C(=O)N1c1cc(C)on1 (stereo not given)	i	20	-3%	-5%	?	-13%	11%	-15%	-5%
15	O=C(NCc1cccnc1)c1cc(-c2ccco2)on1	i	4	-3%	-13%	0%	-6%	7%	7%	-9%
16	CC(=O)OC1CCC2(C)C(COc3ccc4ccc(=O)oc4c3)C(C)(O)CCC2C1(C)C (stereo not given)	i	-12	-16%	-18%	?	-56%	?	-9%	-1%[9.22 µM]
17	CCC(c1nnnn1CCOC)N1CCN(Cc2ccccc2OC)CC1 (stereo not given)	i	4	11%	5%	3%	-6%	14%[9.24 µM]	-6%	12%
18	CC(C)(C)C(=O)NC1CC2CCCC(C1)N2C(=O)Nc1ccccc1 (stereo not given)	i	-9	2%	-6%	-3%	0%	11%	-3%	-63%[inhibitor]
19	COc1ccc(CNC(=O)c2ccccc2SCC(=O)N2CCCC2)cc1OC	i	-1	-11%	-3%	2%	-11%	-4%	-9%	-532%[inhibitor]
20	Clc1ccccn1	i	-3	-8%	0%	-11%	-7%	10%	-2%	?
21	Cc1cc(C)nc(-n2nc(C)cc2NC(=O)CN2CCCC(C)C2)n1 (stereo not given)	i	-15	1.3µM*	-10%	?	-54%	2µM*	-19%	4%
22	O=C(OCC(=O)N1CCOCC1)c1ccc2[nH]c3c(c2c1)CCCC3	i	-3	3%	?	-3%	-13%	-2%	66%[activator]	?
23	COc1ccc(NS(=O)(=O)c2ccc3oc(=O)c4[nH]c(=O)c(=O)n(C)c4c3c2)cc1	i	28	8%	1%	-7%	24%	6%	/	-3%
24	Cc1ccc(NC(=O)/C(C#N)=C/c2cc(C)n(-c3ccc(F)cc3)c2C)cc1C	i	/	/	6%	/	-24%	/	5%	/
25	CC(C)CC(=O)NC(=S)N(Cc1ccccc1)Cc1ccccc1	i	-13	-8%	-1%	11%	-32%	-3%	-1%	20%
26	CSCCC(=O)N1CCCC(N(C)CCc2ccccc2)C1 (stereo not given)	i	8	-3%	-4%	-3%	-3%	1%	/	4%
27	COc1ccc(/C=C(\NC(=O)c2ccc(Cl)cc2)C(=O)NCCCN2CCOCC2)cc1OC	i	6	0%	1%	1%	-16%	10%	-2%	-195%[inhibitor]
28	Cn1c(=O)c2cc(S(=O)(=O)NC(C(=O)NCc3ccccn3)c3ccccc3)ccc2n(C)c1=O (stereo not given)	i	9	3%	14%	-3%	4%	5%	0%	-16%
29	COc1ccc(CN2C(=O)CN(C3CCCCCC3)C(=O)C2c2ccc(OC)c(OC)c2)cc1 (stereo not given)	i	-14	16%	0%	0%	-19%	17%	0%	-4%
30	O=C(O)c1ccccc1C(=O)NNc1ccc(F)cc1F	i	14	?	6%	-2%	-4%	?	/	-3%
31	Cc1ccccc1C(=O)OC1OC(=O)C(Cl)=C1N1CCOCC1 (stereo not given)	i	-19	-10%	1%	-2%	17%	-5%	-9%	-3%
32	COc1ccccc1NC(=O)Cn1cnc2sc(C(=O)Nc3cc(OC)c(OC)c(OC)c3)c(C)c2c1=O	i	0	-6%	-1%	10%	-6%	-9%	1%	-16%
33	Cc1ccc(C)c(OCC(=O)Nc2ccc(S(=O)(=O)Nc3ccccn3)cc2)c1	i	36	1%	-3%	14%	0%	0%	-6%	0%
34	Cc1cccc(C(=O)NCCc2ccccc2)c1	i	5	-2%	-2%	-1%	-24%	19%	58%[activator]	0%
35	O=C(c1ccc(Cl)c(Cl)c1)N(Cc1ccco1)c1ccc(O)cc1	i	?	?	0%	12%	-54%	?	-15%	-3%[9.22 µM]
36	CCCNS(=O)(=O)c1ccc(OC)c(Cl)c1Cl	i	-11	0%	3%	-13%	-17%	-15%	-18%	-3%
37	Cc1nn(C)cc1CNC(=O)c1ccccc1Br	i	-10	3%	-2%	-18%	-8%	-7%	1%	-1%
38	Cc1ccc2c(c1)CCCN2C(=O)c1cc2ccccc2oc1=O	i	-11	0%	-30%	?	-1%	-26%	-9%	-6%
39	COc1cccc(NC(=O)CN(C)C(=O)c2ccc3c(c2)CC(c2ccccc2)OC3=O)c1 (stereo not given)	?	-10	-23%	0%	?	3%	3%	-19%	15%
40	Cc1c(S(=O)(=O)Nc2cccc3ccccc23)c(=O)n(C)c(=O)n1C	?	7	0%	16%	5%	-6%	1%	8%	13%
41	COc1cccc(N2[C@@H](CC(C)=O)c3cc(C(F)(F)F)ccc3S2(=O)=O)c1	i	-27	-5%	-1%&0%	13%	-17%&-9%	-6%	0%	-13%[9.22 µM]
42	COCCn1c(C)cc(C2=NNC(=Nc3ccccc3F)SC2)c1C	i	-16	-1%	18µM*	19%	-13%	-10%	?	5%
43	Cc1cc(C)cc(NC(=O)CSc2nc3sc4c(c3c(=O)[nH]2)CCCC4)c1	?	/	/	0%	/	5%	/	4%	/
44	Cc1ccc2sc(NNC(=O)c3cc(=O)c4ccccc4o3)nc2c1C	i	31	-8%	?	18%	-54%	-22%	2%	12%
45	CC1CCN(C(=S)c2ccccc2O)CC1	i	27	26%	-6%	0%	-3%	8%	5%	-5%
46	CC1(C(=O)NS(=O)(=O)c2cccs2)CCN1C(=O)c1cccc(F)c1 (stereo not given)	i	10	7%	0%	/	11%	27%	12%	/
47	NC(=O)Nc1ccc(Nc2ccccc2)cc1	i	10	2%	0%	-3%	-16%	1%	/	-3%
48	N#Cc1c(C(F)(F)F)cc(-c2cccs2)nc1SCC(=O)Nc1ccc(F)cc1	i	/	/	-4%	/	-6%	/	-6%	/
49	Oc1ccccc1C1=Nc2nc3ccccc3n2C(c2ccccc2)C1 (stereo not given)	i	-9	-10%	-20%	13%	-2%	-19%	33%	0%
50	O=C1CCC/C(=N/NC(=O)c2ccc(CN3c4cccc5cccc(c45)S3(=O)=O)cc2)C1	i	-13	9%	2%	?	4%	3%	5%	1%
51	COc1ccc(NC(=O)CSc2nc(-c3ccc(C)cc3)cc(C(F)(F)F)c2C#N)cc1	i	22	1%	10%	-2%	3%	2%	-14%	1%
52	COC(=O)c1cc(NS(=O)(=O)c2ccc(N3CCOCC3)c([N+](=O)[O-])c2)cc(C(=O)OC)c1	i	-11	5%	10%	9%	16%	-1%	6%	10%
53	Cc1ccc(NC(=O)N(Cc2nc3ccccc3c(=O)[nH]2)Cc2cccs2)cc1	i	5	9%	10%	-1%	4%	-1%	9%	-7%
54	COC(=O)c1ccc(NC(=O)c2ccc(F)cc2)o1	i	24	19%	-5%	-10%	5%	16%	-7%	-1%
55	Cc1cc(C)c2sc(N3CCN(C(=O)C4CC4)CC3)nc2c1	i	/	/	-1%	/	-29%	/	-5%	/
56	Cc1ccc(CN2CCN(C(=O)C3CCC3)CC2)cc1	i	-15	12%	?	-11%	-24%	1%	15%	-2%
57	O=C(CS(=O)(=O)c1nc(-c2ccc(Cl)cc2)cn1-c1ccccc1)Nc1ccc(F)cc1F	i	/	/	-5%	/	-9%	/	10%	/
58	CCOCCCNC(=O)CCCC1=NS(=O)(=O)c2ccccc2N1	i	4	16%	0%	-49%[inhibitor]	-1%	8%	-14%	-4%
59	CCCCCC(=O)Nc1cc(S(=O)(=O)N2CCOCC2)ccc1N1CCN(C)CC1	i	-16	-3%	-7%	1%	-11%	-2%	-7%	4%

Screens deposited in PubChem by National Center for Advancing Translational Sciences (NCATS).
